CHT inh: human CHT choline transport inhibition. Q9GZV3. CHT-expressing cells, membrane potential dye, choline response; stronger effect = lower value. B-score at 10 µM. 0.86% of 310,000 active;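 active = B-score over 3 SD under the library average, and starting fluorescence ratio not unusually high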;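 also: choline stimulus applied at its EC90 after an EC20 pre-addition; B-score computed on integrated fluorescence ratio after choline addition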
Target sequence (Q9GZV3 whole entry, looked up): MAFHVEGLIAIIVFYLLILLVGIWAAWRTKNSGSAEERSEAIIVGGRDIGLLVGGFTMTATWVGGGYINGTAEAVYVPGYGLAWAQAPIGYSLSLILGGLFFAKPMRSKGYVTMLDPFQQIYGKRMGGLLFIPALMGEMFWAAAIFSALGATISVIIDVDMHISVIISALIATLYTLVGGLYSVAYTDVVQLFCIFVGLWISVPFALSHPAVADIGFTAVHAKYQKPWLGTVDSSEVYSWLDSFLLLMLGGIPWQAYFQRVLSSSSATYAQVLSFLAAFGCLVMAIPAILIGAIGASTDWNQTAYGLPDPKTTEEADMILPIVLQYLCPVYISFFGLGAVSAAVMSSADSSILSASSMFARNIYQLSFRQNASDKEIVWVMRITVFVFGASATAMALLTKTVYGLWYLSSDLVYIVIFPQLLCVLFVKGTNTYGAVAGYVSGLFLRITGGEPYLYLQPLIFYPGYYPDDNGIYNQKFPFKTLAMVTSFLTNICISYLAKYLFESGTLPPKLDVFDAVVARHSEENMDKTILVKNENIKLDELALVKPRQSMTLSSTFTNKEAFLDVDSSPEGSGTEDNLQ
CHT PAM: allosterically activates the human high affinity choline transporter. CHT-expressing cells, membrane potential dye, choline EC20; stronger effect = higher value; LV-AA mutant CHT in HEK293 cells. 0.49% of 310,000 active. Q9GZV3. B-score at 10 µM;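 active = initial fluorescence not abnormally high and integrated response B-score, plate-corrected, over 3 SD above library mean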
An asterisk follows results filed as active; i = inactive. Rows were taken by chance; about 1.5% have a hit in one of these screens.

SMILES	CHT inh	CHT PAM
CC(=O)Nc1ccc(NS(=O)(=O)Cc2ccccc2)cc1	i	i
Cc1cccc2c(N=Nc3ccc(S(=O)(=O)Nc4ccc(Cl)cc4)cc3[N+](=O)[O-])c(O)[nH]c12	i	i
Cc1cc(OCCCCNC(C)C)cc(C(C)C)c1	i	i
Nc1nnnn1/N=C/c1ccccc1OCc1ccc(Cl)cc1Cl	i	i
CCc1c(C)sc(NC(=O)Cn2nc(C(F)(F)F)c3c2CCCC3)c1C#N	i	i
O=C(NCCc1ccccc1)C1CCN(S(=O)(=O)c2ccc(-c3nn[nH]n3)cc2)CC1	i	i
CCOC(=O)C1CCCN(C(=O)C2CCN(C(=O)Nc3ccccc3)CC2)C1 (stereo not given)	i	i
CCOC(=O)N1CCC(NC(=O)CS(=O)(=O)Cc2nc(-c3cccc(OC)c3)oc2C)CC1	i	i
O=C(CN(C(=O)CNC(=O)c1ccco1)c1ccc(F)cc1)NC1CCCCC1	i	i
CC12CCC(=O)N1C(C(=O)NNC(=O)c1ccccc1)CS2 (stereo not given)	i	i
Cc1ccc(S(=O)(=O)NCC(=O)OCC(=O)c2cc(C)n(-c3ccccc3)c2C)cc1	i	i
O=C1NC(=S)N/C1=C/c1cc([N+](=O)[O-])ccc1N1CCOCC1	i	i
COc1cccc(NC(=O)CN2C(=O)NC3(CCCC3)C2=O)c1	i	i
O=C(N/C(=C/c1ccc(F)cc1)C(=O)N1CCCC1)c1ccccc1	i	i
CC(C)(C)C(=O)NNC(=O)CCCOc1ccc(Cl)cc1Cl	i	i
COc1cc(NC(=O)c2cccs2)c(C(=O)OCC(=O)c2cc(C)n(-c3ccccc3)c2C)cc1OC	i	i
COc1ccc(NC(=O)c2ccc(COc3ccccc3Br)o2)c(OC)c1	i	i
Cc1cc(C(=O)NNCc2ccccc2)no1	i	i
CC(=O)NCCn1c(SCC(=O)NCc2ccco2)nc2ccccc2c1=O	i	i
O=C(NC1CCSC1=O)C1CCCCC1 (stereo not given)	i	i
COc1cccc(NC(=O)C2CCN(S(=O)(=O)c3ccc4c(c3)CC(C)N4C(C)=O)CC2)c1 (stereo not given)	i	i
Cc1cc(C)c(C#N)c(SCC(=O)c2cccs2)n1	i	i
COc1cccc(OCc2nc3c4cnn(-c5ccccc5)c4ncn3n2)c1	i	i
O=C1CCCCN1CCCC(=O)N1CCCC(Nc2ccccc2)C1 (stereo not given)	i	i
CC1(C)OC(=O)C(=NNc2ccc(C(=O)O)cc2)C(=O)O1	i	i
COc1ccc(N2CC(O)=C(c3nc(-c4ccc(F)cc4)cs3)C2=N)cc1Cl	i	i
O=C1C2(c3ccccc3)CN(CCCO)CC1(c1ccccc1)CN(CCCO)C2	i	i
COc1ccc(S(=O)(=O)Nc2c(NC3CCCCC3)c3ccccc3oc2=O)cc1OC	i	i
O=C(NCCNCCO)c1c(O)c2cccc3c2n(c1=O)CCC3	i	i
COc1ccc(NC(=S)NC(=O)CC(C)C)c(OC)c1	i	i
COc1ccc(CCNC(=O)CSc2cc(=O)[nH]c(N)n2)cc1OC	i	i
CCOc1ccc(CCNC(=O)C2CCCN(c3ncnc4c3nc3n4CCCCC3)C2)cc1 (stereo not given)	i	i
CCNc1ccc(C(=O)OCC(=O)NCCN2C(=O)CSC2=O)cc1[N+](=O)[O-]	i	i
O=S1(=O)C=C(SCc2cccc(Cl)c2)Nc2ccccc21	i	i
CCOC(=O)c1cc(C(=O)OCC)cc(-n2c(C)cc(C(=O)CN3CCOCC3)c2C)c1	i	i
Cc1ccc(CNC(=O)C(NS(=O)(=O)c2ccc3nc(C)sc3c2)C(C)C)cc1 (stereo not given)	i	i
COc1ccccc1/C=N/OCc1ccc(C#N)cc1	i	i
CC(C)C1=C2OC(N)=C(C#N)C(C#N)=C2C(C)CC1 (stereo not given)	i	i
O=C(CN1CCN(c2ncc(C(F)(F)F)cc2Cl)CC1)N1CCN(c2ncc(C(F)(F)F)cc2Cl)CC1	i	i
O=C(C1CCCO1)N1N=C(c2ccc(Br)cc2)CC1c1ccco1 (stereo not given)	i	i
Cc1cc(C)nc(SCCC(=O)Nc2ccc(F)cc2)n1	i	i
COc1ccc(/C=N/Nc2ncc(C(F)(F)F)cc2Cl)c(OC)c1OC	i	i
CC(C)CC(=O)NNC(=O)c1ccc(Cl)cc1	i	i
CCCCC(O)(CCCC)C(=O)NN(C(=O)CCl)c1ccccc1	i	i
COC(=O)C1=C(C)N(Cc2ccco2)C(=O)N[C@H]1c1ccc(Br)cc1	i	i
O=C(Nn1c(-c2ccc(F)cc2)nc2ccccc2c1=O)C1CCCCC1	i	i
Cc1ccc2nc(-c3ccccc3O)c(Nc3ccc4c(c3)OCCO4)n2c1	i	i
CCSc1nsc(NC(=O)Nc2cccc(C(C)=O)c2)n1	i	i
CC(=O)Nc1c(C(=O)N2CCCCCC2)cnn1-c1ccccc1Cl	i	i
COc1cc(C2/C(=C(\O)c3ccc4c(c3)OCCO4)C(=O)C(=O)N2CCN2CCOCC2)cc(OC)c1OC (stereo not given)	i	i
CN(C)c1cc[n+](Cc2c(Cl)cccc2Cl)cc1	i	6.8*
O=C(COc1ccc(F)cc1)Nc1nnc(C2CCCCC2)s1	i	i
CC(NC(=O)CCC(=O)NC(C)C1COc2ccccc2O1)C1COc2ccccc2O1 (stereo not given)	i	i
CCOC(=O)COc1cccc2c(=O)n(CC(=O)NCCc3ccccc3)ccc12	i	i
COc1ccc(C[C@H]2CN3C(=NC[C@@H]3Cc3ccccc3)N2CCNC(=O)c2ccc(C)c(Br)c2)cc1	i	i
O=C(COc1cc(Cl)c(Cl)cc1Cl)NC(=O)Nc1ccc2c(c1)OCCO2	i	i
COC(C(=O)Nc1ccc(Cl)cc1C)c1ccccc1 (stereo not given)	i	i
CCOC(=O)C(=Cc1ccc(OCc2ccc([N+](=O)[O-])cc2)c(OC)c1)C(=O)OCC	i	i
CCOC(=O)COc1nc(C)c(Br)c(OC)n1	i	i
O=C(C(=O)N1CCCC1)c1c[nH]c2ccccc12	i	i

Fetched one by one from the entries so far (3):
SMILES	CHT inh	CHT PAM
COC(C(=O)Nc1ccc(Cl)cc1C)c1ccccc1 (stereo not given)	i	i
CCOC(=O)COc1nc(C)c(Br)c(OC)n1	i	i
Cc1ccc2nc(-c3ccccc3O)c(Nc3ccc4c(c3)OCCO4)n2c1	i	i

Next compounds follow.
SMILES	CHT inh	CHT PAM
Cc1cc(=O)oc2c(C)c(OCC(=O)NCC3CCC(C(=O)O)CC3)ccc12 (stereo not given)	i	i
S=C1NCN(Cc2ccccc2)CN1	i	i
CCOC(=O)/C(=C/Nc1ccc(F)c(F)c1)[N+](=O)[O-]	i	i
CC(=O)c1c(C)[nH]c(C(=O)OCC(=O)Nc2sc3c(c2C#N)CCC(C)C3)c1C (stereo not given)	i	i
O=C(CNc1ccccc1)N/N=C/c1cn(-c2ccccc2)nc1-c1ccccc1	i	i
C#CCOCCOCCOCCNc1nc(N2CCN(C(=O)CCCCCCCCCCNC(=O)[C@H](CO)n3cc(CCCSC)nn3)CC2)nc(N2CCN(C(=O)CCCCCCCCCCNC(=O)[C@H](CO)n3cc(CCCSC)nn3)CC2)n1	i	i
COc1cccc(NC(=O)Nc2ccc3c(c2)CCC3)c1	i	i
CCN(CC)CCC/C(=N\O)C(O)(c1ccccc1)c1ccccc1	i	i
Cc1nn(C)c(C(=O)NNC(=S)Nc2ccc(F)cc2)c1[N+](=O)[O-]	i	i
CCOc1cc(NC(=S)NCCOC)c(OCC)cc1NC(=O)c1cccs1	i	i
CC(=O)c1c(O)cc(C(C)C)n(-c2ccccc2)c1=O	i	i
Cc1cccc(/N=C/c2c(O)[nH]c3ccccc23)n1	i	i
CSc1ccccc1NC(=S)NC1CCCC1	i	i
Cc1ccc(/C=N/NC(=O)Cc2cccn2C)s1	i	i
CCOC(=O)C1=C(C)OC(N)=C(C#N)C1c1cc2cc(C)ccc2nc1N1CCCCC1 (stereo not given)	i	i
COc1ccc(N(CC(=O)NCCSc2ccccn2)S(=O)(=O)c2ccccc2)c(OC)c1	i	i
COC(=O)C1Cc2ccccc2CN1S(=O)(=O)c1ccc(F)cc1 (stereo not given)	i	i
COc1ccc2c(c1)C1=NN(/C(C)=C/C(C)=O)C(c3cccc(F)c3)C1CC2 (stereo not given)	i	i
CC1CC(C)CN(C(=O)c2cccc(S(=O)(=O)Nc3cc(C(F)(F)F)ccc3Cl)c2)C1 (stereo not given)	i	i
CC(CN1CCN(C)CC1)OC(=O)c1cccc(Cl)c1 (stereo not given)	i	i

Six successive records already listed, for reference:
SMILES	CHT inh	CHT PAM
Cc1nn(C)c(C(=O)NNC(=S)Nc2ccc(F)cc2)c1[N+](=O)[O-]	i	i
CCOc1cc(NC(=S)NCCOC)c(OCC)cc1NC(=O)c1cccs1	i	i
CC(=O)c1c(O)cc(C(C)C)n(-c2ccccc2)c1=O	i	i
Cc1cccc(/N=C/c2c(O)[nH]c3ccccc23)n1	i	i
CSc1ccccc1NC(=S)NC1CCCC1	i	i
Cc1ccc(/C=N/NC(=O)Cc2cccn2C)s1	i	i

Going on with the list:
SMILES	CHT inh	CHT PAM
Cc1ccc(S(=O)(=O)N(C(=O)c2ccncc2)c2ccc(OC(=O)c3ccncc3)cc2)c(C)c1	i	i
O=C(NCc1ccccc1)C1(c2cccc(F)c2)CCCC1	i	i
CN1CCN(/N=C/c2ccc(OCc3ccccc3)cc2)CC1	i	i
FC(F)(F)Sc1ccc(NC(=S)NCc2ccccc2)cc1	i	i
O=C(NCCS(=O)(=O)N1CCN(c2ccccc2F)CC1)c1ccco1	i	i
CC1CCCC(NC(=O)COC(=O)COc2ccccc2Cl)C1C (stereo not given)	i	i
O=C(CCOc1ccccc1)Nc1nnc(-c2ccc3c(c2)OCCO3)o1	i	i
CC1CCCN(C(=O)Cc2cn(Cc3cccc(Cl)c3)c3ccccc23)C1 (stereo not given)	i	i
CNS(=O)(=O)c1cccc(C(=O)OCC(=O)Nc2ccc(Cl)cn2)c1	i	i
CC(=O)Nc1cccc(/C(C)=N/NC(=O)c2ccc(O)cc2)c1	i	i
CCOC(=O)Cn1nc(-c2ccccc2)ccc1=O	i	i
O=C(CSc1nn(-c2ccc(F)cc2)c(=S)s1)N1CCN(C(=O)c2ccco2)CC1	i	i
COc1ccc(NC(=O)CS(=O)c2ccc(Cl)c(Cl)c2)cc1 (stereo not given)	i	i
Cc1cccc(OCC(O)CN2CCNCC2)c1 (stereo not given)	i	i
Cc1nn(C(=O)c2cc([N+](=O)[O-])ccc2Cl)c(C)c1Br	i	i
O=C(COC(=O)/C=C/c1ccc(S(=O)(=O)N2CCc3ccccc32)cc1)NC1CCS(=O)(=O)C1 (stereo not given)	i	i
N/C(=N\OC(=O)CCC1CCCC1)c1ccncc1	i	i
CCCSc1nc(NCc2ccco2)c2c3c(sc2n1)COC(C)(CC)C3 (stereo not given)	i	i
Cc1cc(=O)oc(C)c1C(=O)Nc1ccc2ncccc2c1	i	i
O=c1c2cc(Br)ccc2[nH]c(=S)n1Cc1ccccn1	i	i
O=C(OCCO)c1cc(Cl)c(C(=O)OCCO)cc1Cl	i	i
CN(CC(=O)Nc1c(Cl)cccc1Cl)C(=O)CCNS(=O)(=O)c1ccccc1C(F)(F)F	i	i
COc1ccccc1/C=N/NC(=O)c1c(-c2ccccc2)noc1C	i	i
Cc1ccc(-n2nnnc2-c2ccccc2Br)cc1	i	i
CCOC(=O)C1=C(C)OC(N)=C(C#N)C1c1cccc(C)c1 (stereo not given)	i	i
O=C(Nc1ccccc1)OCc1cncs1	i	i
COC(c1ccccc1)c1nnc(CCC(=O)NC2C3CC4CC(C3)CC2C4)o1 (stereo not given)	i	i
O=C(NCCSc1c[nH]c2ccccc12)c1ccc2c(c1)OCO2	i	i
CCCCC(=O)Nc1ccc2c(c1)nc(CCN1CCN(c3ccccn3)CC1)n2C	i	i
Cc1ccc(S(=O)(=O)Cn2nnnc2CN2CCOCC2)cc1	i	i
CCOC(=O)c1cnn(-c2cc(Oc3ccccc3)ncn2)c1N	i	i
Cc1cccc(NC(=O)C2C(C(=O)O)C3C=CC2C32CC2)c1C (stereo not given)	i	i
O=C(CSc1nnnn1C1CCCC1)Nc1cccc(NC(=O)c2ccco2)c1	i	i
CC(NC(=O)/C(=C/c1cccc([N+](=O)[O-])c1)NC(=O)c1ccco1)C(=O)O (stereo not given)	i	i
CN(C)c1ccc(/C=N/NC(=O)CNC(=O)/C=C/c2ccco2)cc1	i	i
Cc1ccc(CN2C(=O)c3ccccc3Sc3ccc(C(=O)NCCN4CCOCC4)cc32)cc1	i	i
C(=N\n1cnnc1)/c1ccc(OCc2ccccc2)cc1	i	i
CCCNC(=O)CCn1nc(-c2ccc(Cl)cc2)c2ccccc2c1=O	i	i
CC1(C)Cc2nc3oc4c(SCC(N)=O)ncnc4c3cc2CO1	i	i
O=C(COc1ccccc1)N1CCN(C(=O)c2cccc(F)c2)CC1	i	i

An excerpt from above in order of SMILES length, largest number first.
SMILES	CHT inh	CHT PAM
CCOC(=O)/C(=C/Nc1ccc(F)c(F)c1)[N+](=O)[O-]	i	i
Nc1nnnn1/N=C/c1ccccc1OCc1ccc(Cl)cc1Cl	i	i
CC(CN1CCN(C)CC1)OC(=O)c1cccc(Cl)c1 (stereo not given)	i	i
COC(C(=O)Nc1ccc(Cl)cc1C)c1ccccc1 (stereo not given)	i	i

(cont.)
SMILES	CHT inh	CHT PAM
Cc1sc2c(c1C)CN(Cc1ccncc1)CN2C(=O)c1ccco1	i	i
O=C(Cn1c(NCCCO)nc2ccccc21)c1ccc(Br)cc1	i	i
COc1ccc2nc(NC(=O)CSc3nc4cccnc4n3C)sc2c1	i	i
Cc1ccc(-n2nc3c(c2NC(=O)c2cccs2)CSC3)cc1	i	i
CC(C)(C)NC(=O)Cc1ccc(S(=O)(=O)N2CCCC2)s1	i	i
CC(CN1CCCC1)OC(=O)COc1ccccc1 (stereo not given)	i	i
